PP5 primary: PP5 phosphatase inhibitors, primary screen, biochemical, fluorescence; Serine/threonine-protein phosphatase 5 (Homo sapiens), P53041; purified PP5c, OMFP substrate fluorescence; inhibition, % at 6.7 µM; 320,000 compounds, 0.18% hits; AID 1987, 2009;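 active = inhibition above the campaign's mean inhibition across all tested compounds plus 3 SD, cut at about 9.5% in these data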;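 also: 0% = DMSO only and 100% = 100 µM cantharidin control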
Target sequence (P53041 whole entry, looked up): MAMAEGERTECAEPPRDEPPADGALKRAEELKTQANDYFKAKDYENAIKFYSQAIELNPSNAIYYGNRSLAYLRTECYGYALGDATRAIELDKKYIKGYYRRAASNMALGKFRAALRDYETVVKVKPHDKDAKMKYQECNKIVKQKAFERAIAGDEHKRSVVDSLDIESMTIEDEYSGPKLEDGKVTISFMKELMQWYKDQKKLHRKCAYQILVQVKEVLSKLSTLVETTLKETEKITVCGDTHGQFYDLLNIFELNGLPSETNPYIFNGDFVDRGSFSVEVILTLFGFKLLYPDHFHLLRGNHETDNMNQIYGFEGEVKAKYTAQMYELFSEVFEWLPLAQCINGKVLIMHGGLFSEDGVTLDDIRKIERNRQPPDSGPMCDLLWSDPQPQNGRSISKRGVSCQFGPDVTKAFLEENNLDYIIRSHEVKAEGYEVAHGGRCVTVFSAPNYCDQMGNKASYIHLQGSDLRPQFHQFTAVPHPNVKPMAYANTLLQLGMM
CTSL1 counter: Fasciola hepatica cathepsin L1 inhibitors, primary screen, counter-screen for PFM18AAP inhibitor project, biochemical, QFRET, fluorogenic peptide substrate; 300,000 compounds, 0.49% hits; inhibition, % at 5.96 µM; recombinant F. hepatica cathepsin L1, Z-Leu-Arg-MCA fluorescence;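 active = inhibition above the mean of all tested compounds plus 3 SD, set per screening campaign, cut at about 17% in these data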;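 also: 0% = plate median of test compound wells and 100% = 1 µM Z-Phe-Ala-diazomethylketone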
core dimer inh: inhibitors of HCV core protein dimerization, primary screen, biochemical, TR-FRET, high-throughput; TR-FRET GST/Flag-core106 dimerization, 1536-well; inhibition, % at 5 µM; 300,000 compounds, 0.33% hits;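 active = inhibition above the mean of all tested compounds plus 3 SD, set per screening campaign, cut at about 45% in these data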
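Assay system – GST-tagged and Flag-tagged HCV core protein residues 1-106 · Quantity – core106 proteins, GST 13.5 nM and Flag 17 nM · Benchmarks – unlabelled core106 and no-GST-core106 wells · Read-out basis – percent inhibition of core106 dimerization signal · Detection – time-resolved FRET, ex 340 nm, em 617 and 671 nm · Schedule – 4 h at 22.5 °C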
TPT1 inhibitor: Candida albicans TPT1 enzyme inhibitors, primary screen, biochemical, fluorescence polarization | tRNA 2'-phosphotransferase TPT1 (Candida albicans SC5314) | recombinant caTPT1, FP RNA substrate dephosphorylation | inhibition, % at 5 µM | 300,000 compounds, 0.81% hits;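 active = inhibition above the mean of all tested compounds plus 3 SD, set per screening campaign, cut at about 24% in these data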;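 also: plate controls were DMSO alone for no effect and ferristatin control at 100 nM for full effect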
GASC-1 inh: inhibitors of GASC-1 histone demethylase, primary screen, biochemical, fluorescence, DELFIA europium | Lysine-specific demethylase 4C (Homo sapiens), Q9H3R0 | GST-JMJD2C(1-420) H3K9me3 demethylation | inhibition, % at 2.35 µM | 330,000 compounds, 0.069% hits | AID 2099, 2009;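 active = more than half of a compound's replicate wells show inhibition beyond 50%, single wells judged on their own value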;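 also: signal counts dimethyl H3K9 product captured on neutravidin plate; 0% = median of DMSO wells and 100% = 0.3 times that DMSO median; strong numbers were not always called active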
Efflux pump mplx: inhibitors of Candida efflux pumps in yeast, primary screen, S. cerevisiae, Nile Red, multiplex | inhibition, % at 10 µM | S. cerevisiae Candida pump triplex | AID 485275, 2010 | 330,000 compounds, 0.44% hits;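 active = plate passing quality check with inhibition over a set limit, or well fluorescence over plate mean plus 4 SD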;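 also: Nile Red retained in pooled yeast measured as flow cytometry median fluorescence; 0% = buffer negative control and 100% = Enniatin B positive control; higher means more Nile Red kept so more efflux inhibition; some compounds called inactive have numbers as strong as hits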
proCasp7 act: procaspase-7 activators, primary screen, counter-screen for procaspase-3 activator project, biochemical, absorbance, HTS, human; Caspase-7 (Homo sapiens), P55210; recombinant procaspase-7, Ac-DEVD-pNA absorbance 405 nm; D23A/D198A/D206A triple mutant, cannot self-cleave; scale: DMSO 0, 5 µM enzyme 100; activation, % at 8.5 µM; 330,000 compounds, 0.093% hits;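 active = percent activation above the screen-wide mean plus 3 SD, cut at about 25% in these data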
Target sequence (P55210 whole entry D23A/D198A/D206A): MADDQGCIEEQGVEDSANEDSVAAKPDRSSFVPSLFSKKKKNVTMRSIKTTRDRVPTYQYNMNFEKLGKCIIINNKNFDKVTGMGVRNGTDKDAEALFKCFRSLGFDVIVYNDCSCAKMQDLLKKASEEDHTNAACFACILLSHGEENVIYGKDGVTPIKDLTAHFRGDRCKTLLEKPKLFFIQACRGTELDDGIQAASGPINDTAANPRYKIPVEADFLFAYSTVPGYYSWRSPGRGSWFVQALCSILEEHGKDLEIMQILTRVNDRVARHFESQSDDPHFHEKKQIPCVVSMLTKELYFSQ
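buffer or medium = Zinc-free HEPES/NaCl buffer, pH 7.4 | material = Procaspase-7 triple mutant (PC-7 D3A) | input = 2 µM procaspase-7 mutant as dispensed | signal = Epi-absorbance of released pNA at 405 nm, two timepoints | timing = 1 h preincubation, 2 h reaction | replicates = singlicate compound testing | evaluation = % activation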
proCasp3 act: activators of human procaspase-3 D3A mutant, primary screen, biochemical, absorbance, PC-3 D3A mutant, single concentration; recombinant procaspase-3 D3A, Ac-DEVD-pNA absorbance 405 nm; 330,000 compounds, 0.11% hits; Caspase-3 (Homo sapiens), P42574; activation, % at 8.5 µM; AID 463141, 2010;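 active = activation above the mean of all tested compounds plus 3 SD, cut at about 21% in these data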;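 also: 0% = DMSO alone and 100% = DMSO wells spiked with extra 5 µM PC-3 D3A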
Target sequence (P42574 whole entry D9A/D28A/D175A): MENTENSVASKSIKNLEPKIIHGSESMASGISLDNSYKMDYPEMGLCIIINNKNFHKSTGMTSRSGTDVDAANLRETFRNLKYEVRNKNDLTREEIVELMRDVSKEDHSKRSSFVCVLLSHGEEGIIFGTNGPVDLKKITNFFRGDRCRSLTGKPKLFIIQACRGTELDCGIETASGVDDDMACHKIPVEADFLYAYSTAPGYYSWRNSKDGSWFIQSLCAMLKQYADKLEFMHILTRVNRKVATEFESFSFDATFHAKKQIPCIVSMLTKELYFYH
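Test system: Procaspase-3 D3A mutant, all three cleavage aspartates alanine | Dosing: Single dose, 8.5 µM nominal compound, 0.8% DMSO | Schedule: 1 h preincubation, 2 h reaction | Technique: 405 nm absorbance of p-nitroaniline, reads at 0 and 120 min | Repeats: One well per compound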
PP1 inh: PP1-alpha phosphatase inhibitors, primary screen, counter-screen for PP5 inhibitor project, biochemical, fluorescence, OMFP substrate, single point; purified PP1alpha; 320,000 compounds, 0.9% hits; Serine/threonine-protein phosphatase PP1-alpha catalytic subunit (Homo sapiens), P62136; inhibition, % at 6.7 µM;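 active = inhibition above the mean inhibition of all tested compounds plus 3 SD, computed separately for each screening campaign, cut at about 15% in these data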
Active calls of the source: *; nt = not tested or not shown.

SMILES	PP5 primary	CTSL1 counter	core dimer inh	TPT1 inhibitor	GASC-1 inh	Efflux pump mplx	proCasp7 act	proCasp3 act	PP1 inh
CCN1CCN(c2nc(Nc3ccc(OC)cc3)nc(N)c2[N+](=O)[O-])CC1	-0.6	-2.5	0.5	-1.4	-3.5	0.0	-0.6	5.0	-7.5
Cc1cccc(C(C)C)c1NC(=O)CSc1ncnc2[nH]ncc12	nt	nt	nt	nt	2.1	-0.1	13.8	10.2	nt
COc1ccc(-c2noc(CN(C(=O)c3ccc4c(c3)OCO4)C(C)C)n2)cc1	3.6	-4.4	-7.4	1.7	-4.7	0.2	-7.4	-4.3	5.2
O=C(N/N=C/c1ccccc1O)C1SCCCS1	-0.7	-5.7	-22.0	2.3	16.8	0.6	-0.4	2.1	1.7
O=C(CCn1nc(-c2ccc(Cl)cc2)ccc1=O)NCc1ccccn1	2.2	-4.2	3.4	0.9	1.8	0.1	8.8	1.1	-4.5
Cc1ccc(N2C(=O)C3CCCN3C2=S)c(C)c1 (stereo not given)	-0.6	nt	nt	nt	0.8	-0.1	0.6	4.8	-0.6
CSc1nc2c(cnn2-c2ccccc2)c(=O)n1N	0.1	2.2	2.7	-4.3	-1.8	0.0	10.9	-0.4	-3.5
O=c1c2ccccc2nc(-c2ccoc2)n1CCc1ccccc1	1.8	3.5	13.0	2.6	4.2	0.0	7.4	-8.1	1.4
C=CCn1c(SCC#N)nc2c(c1=O)C(C)(C)Cc1ccccc1-2	4.7	-4.0	-4.7	-3.0	-2.3	0.1	3.3	9.4	2.4
Cc1onc(-c2c(Cl)cccc2Cl)c1COC(=O)c1ccc(Cl)cc1	0.6	1.6	-1.4	10.7	-10.3	0.1	9.1	-5.1	-0.1
C=CCNc1nnc(-c2ccncc2)s1	1.0	-2.9	-12.7	1.9	-1.6	-0.1	14.8	6.8	-1.6
COC(=O)c1sc2nc(-c3ccccc3)c3c(c2c1N)CCCC3	1.4	1.5	5.1	0.0	-4.8	0.1	13.5	5.5	8.5
COc1ccc(C(=O)NOCc2ccccc2)cc1	1.2	-0.6	-13.6	-2.7	7.3	-0.1	-6.9	1.1	-0.1
Cc1cc(C)cc(NC(=O)NCc2c(-c3ccccc3)noc2C)c1	3.9	4.1	3.5	-1.3	-0.6	0.2	2.8	-0.4	-3.8
CC(=O)Nc1ccc(C(=O)OCC(=O)Nc2ccccc2Sc2ccccc2)cc1	1.0	-2.9	3.6	-2.7	2.5	-0.1	4.2	14.0	-0.7
Cc1ccc(C2Cc3cc(O)c(O)cc3CN2)cc1 (stereo not given)	3.6	-0.9	2.9	-3.2	24.0	0.0	-3.5	-0.2	0.8
CC1=C(C(=O)N2CCOCC2)C(c2c(F)cccc2F)NC(=O)N1 (stereo not given)	2.2	-7.3	-1.5	-2.8	9.4	0.6	2.4	-5.1	-2.0
COc1cc(/C=C(\C#N)C(=O)Nc2cccc3ncccc23)ccc1O	1.4	5.2	-5.2	6.0	0.4	-0.2	-6.9	-2.2	-4.4
COc1ccc2oc(=O)c(C(=O)N3CCc4ccccc43)cc2c1	-4.3	-1.6	-1.4	-3.1	7.9	0.3	-0.7	-1.3	2.3
Cc1cc(C)nc(N/N=C/C2=C(O)CC(c3ccc(F)cc3)CC2=O)n1 (stereo not given)	1.9	-1.3	-0.1	1.1	-28.7	0.2	6.3	-7.3	1.0

Some entries already given with just PP1 inh and PP5 primary.
compound | PP1 inh | PP5 primary
CSc1nc2c(cnn2-c2ccccc2)c(=O)n1N | -3.5 | 0.1
O=c1c2ccccc2nc(-c2ccoc2)n1CCc1ccccc1 | 1.4 | 1.8
C=CCn1c(SCC#N)nc2c(c1=O)C(C)(C)Cc1ccccc1-2 | 2.4 | 4.7

Next part.
SMILES	PP5 primary	CTSL1 counter	core dimer inh	TPT1 inhibitor	GASC-1 inh	Efflux pump mplx	proCasp7 act	proCasp3 act	PP1 inh
CC(=O)c1cccc(NC(=O)c2ccc(C)c(S(=O)(=O)N3CCOCC3)c2)c1	0.5	-6.8	-5.2	-4.0	-31.1	0.0	2.4	5.3	-0.9
COc1ccc(N2CCN(C(=O)COC(=O)COc3cccc(C(F)(F)F)c3)CC2)cc1	1.8	nt	nt	nt	7.5	0.3	5.2	2.3	2.3
Cc1ccc2c(c1)N(CC(=O)N1CCCC1)C(=O)c1cccnc1O2	-0.6	-0.9	-6.7	-1.4	-5.0	0.2	-3.2	-11.8	-1.9
c1csc(-c2nnc(Cc3cccc4ccccc34)o2)c1	3.5	1.9	2.6	-1.0	-1.6	0.1	8.0	-2.8	-2.1
CC(C)CC(=O)Nc1ccc2c(c1)oc1ccccc12	1.3	6.0	-0.2	5.5	11.3	0.0	-3.3	-8.6	0.8
COc1cccc(/C=C2\C=C(c3ccc(C)cc3)OC2=O)c1OC(C)=O	2.0	-11.5	10.8	-0.9	11.3	0.0	-18.1	-1.2	1.5
O=C(Cn1cnc2ccccc2c1=O)NCCCN1CCCC1=O	3.8	nt	nt	nt	-4.2	0.1	6.1	-0.9	1.5
COCCNC(=O)C1CC(=O)N(c2ccc(F)c(Cl)c2)C1 (stereo not given)	1.3	-0.3	3.3	-2.2	2.0	-0.1	-1.2	2.8	0.7
c1ccc(CCNc2cnccn2)cc1	-0.3	-5.1	-1.8	3.2	-8.6	0.3	2.4	-0.6	-5.9
COc1ccc(CN2C(=O)c3cccnc3C2=O)cc1S(=O)(=O)NCc1ccccc1	2.4	-2.0	-3.0	0.2	-10.7	-0.2	3.2	0.5	-4.2
CCOC(=O)C1CCN(C(=O)C2CC(=O)N(c3ccc4c(c3)OCCO4)C2)CC1 (stereo not given)	-0.3	-0.7	-6.5	0.0	7.5	0.1	2.0	9.1	1.1
COc1cccc(C(=O)NCC(=O)NNc2ncnc(N)c2[N+](=O)[O-])c1	2.2	-0.1	2.3	-0.7	-9.8	-0.2	1.7	2.2	2.0
Cn1cc(C=O)c(-c2ccc3c(c2)OCCCO3)n1	1.7	1.4	-14.9	1.6	10.8	-0.3	-13.1	-4.8	6.3
Cc1cccc(CSc2ccc(-c3ccco3)nn2)c1	0.8	-1.2	13.2	-0.8	-0.3	-0.1	6.5	-3.0	-4.7
CCCCC(=O)N(CCOC)c1nnc(-c2ccccc2C)s1	-0.6	1.4	5.7	0.2	0.3	-0.1	0.2	-55.3	1.8
CCC1(CC)C(=O)N(C)C(=O)NC1=Nc1ccc(OC)cc1	3.5	-0.8	-4.9	-7.8	-1.3	0.1	4.2	-0.5	-1.2
O=C(COc1ccccc1Cl)Nc1cnn(Cc2ccccc2)c1	3.0	3.2	-2.9	-6.0	-1.1	0.1	-2.6	-5.5	-1.9
CCOCCCn1c(=S)[nH]c2cc(C(=O)NCCOC)ccc2c1=O	-2.5	3.1	-1.2	1.2	5.3	0.0	4.4	-2.8	-3.7
Cc1ccccc1CSCCNC(=O)CSCc1ccc([N+](=O)[O-])cc1	4.7	1.3	3.6	1.8	-7.2	0.3	0.7	7.0	0.1
Cc1ccc2nc(NCC(N)=O)nc(-c3ccccc3)c2c1	0.3	2.4	-1.8	-4.5	2.2	0.1	2.8	-4.0	-6.3
CCOC(=O)Cc1csc(NC(=O)CSc2nnc(-c3ccc(NS(=O)(=O)CC)cc3)o2)n1	0.3	2.6	3.2	0.8	-3.3	0.0	-6.2	-0.1	3.5
CC(C)(C)c1ccc(C(=O)N2CCN(C(=O)c3ccco3)CC2)cc1	2.2	-0.6	3.7	-4.7	2.3	-0.1	5.8	5.4	2.7
Cc1ccc(NC(=O)CN(C)C(=O)COc2c(Cl)cc(Cl)c3ccc(C)nc23)cc1	1.2	2.4	8.8	0.3	1.1	0.0	9.1	10.1	3.5
COc1ccc(CSc2nnc(C)n2N)cc1	2.9	-4.3	0.1	-3.2	7.0	0.1	10.6	-1.4	-1.2
CCCCNC(=O)C1CCN(C(=O)Nc2ccc(C)cc2)CC1	1.3	-0.3	-5.3	-1.3	-5.0	-0.2	14.1	-6.7	-0.2
CCOc1ccc(OCCC(=O)OCC(=O)Nc2ccc(Cl)cn2)cc1	1.0	-12.5	4.6	-2.4	5.4	0.0	-2.7	3.2	-5.4
COCCN1CC(C(=O)N2CCC(Oc3ccccc3OC)CC2)CCC1=O (stereo not given)	3.1	-1.2	-1.3	-0.9	30.9	0.0	0.9	-4.0	-1.0
COc1ccc(NC(=O)CSc2nccn2Cc2ccco2)c(OC)c1	0.0	1.3	-2.1	0.2	-0.4	0.0	-13.1	-0.1	-0.7
O=C(O)Cc1ccc(NC(=O)COc2ccc3ccccc3c2)cc1	-1.6	2.2	19.7	-0.9	-1.4	-0.1	3.5	1.9	-2.4
COc1ccc(C2(c3ccc(OC)cc3)NC(=O)N(CC(=O)Nc3ccccc3)C2=O)cc1	3.3	-2.8	9.6	0.9	-11.3	-0.1	-5.2	11.9	0.8
CC(=O)Nc1cc2c(nc1C)nc(C)n2Cc1ccc(Br)cc1	-0.2	0.6	-2.8	-1.5	16.3	-0.1	4.3	-2.2	-1.0
CC(C)[C@H](NC(=O)C1CCCC1)c1nc2ccccc2[nH]1	1.4	-0.5	-5.0	-2.7	-9.8	0.1	0.0	10.7	-6.2
COc1ccc(Cc2nc3ccccc3n2CC(=O)N/N=C/c2ccc(C)cc2O)cc1OC	3.1	-3.3	0.7	-1.6	7.1	-0.2	-14.2	3.7	3.1
Cc1ccc(S(=O)(=O)NCc2ccc(C(=O)NC3CCCCC3)cc2)cc1	0.5	6.9	6.4	-4.0	-2.2	-0.1	-5.1	3.1	-0.5
CC(=O)C1C(=O)c2c(cccc2[N+](=O)[O-])C1=Nc1ccc(S(N)(=O)=O)cc1 (stereo not given)	1.8	-1.2	7.6	-3.1	16.9	-0.2	-14.2	-4.3	-0.5
COc1ccc(CCNC(=O)CCSCc2ccccc2F)cc1OC	-2.3	-4.3	-13.7	4.2	-5.0	0.0	-7.3	-6.1	-3.1
